PAFAH1B3 FP inh: blocks human PAF acetylhydrolase 1B catalytic subunit 3; Q15102; recombinant PAFAH1B3, FP-rhodamine probe, fluorescence polarization; inhibition, % at 3.39 µM; 340,000 compounds, 0.28% hits; AID 492972;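 active means inhibition above the screen-wide average of all tested compounds plus 3 SD, cut at about 25% in these data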;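 further: 0% = enzyme with DMSO only and 100% = wells lacking PAFAH1B3 protein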
EBNA-1 inh: blocks EBNA-1 binding to DNA | EBNA-1 DNA binding, fluorescence polarization | inhibition, % at 14.8 µM | 300,000 compounds, 0.34% hits | AID 1950; in the data active means inhibition above about 28%
PAD4 FP inh: PAD4 (human) enzyme inhibition; Q9UM07; recombinant PAD4, RCA probe fluorescence polarization; inhibition, % at 6.36 µM; 330,000 compounds, 0.41% hits;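 active means percent inhibition above a cutoff equal to the mean of all tested compounds plus 3 SD, cut at about 15% in these data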;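 further: 0% = PAD4 with RCA probe and DMSO and 100% = probe without PAD4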
Target sequence (Q9UM07 whole entry, looked up): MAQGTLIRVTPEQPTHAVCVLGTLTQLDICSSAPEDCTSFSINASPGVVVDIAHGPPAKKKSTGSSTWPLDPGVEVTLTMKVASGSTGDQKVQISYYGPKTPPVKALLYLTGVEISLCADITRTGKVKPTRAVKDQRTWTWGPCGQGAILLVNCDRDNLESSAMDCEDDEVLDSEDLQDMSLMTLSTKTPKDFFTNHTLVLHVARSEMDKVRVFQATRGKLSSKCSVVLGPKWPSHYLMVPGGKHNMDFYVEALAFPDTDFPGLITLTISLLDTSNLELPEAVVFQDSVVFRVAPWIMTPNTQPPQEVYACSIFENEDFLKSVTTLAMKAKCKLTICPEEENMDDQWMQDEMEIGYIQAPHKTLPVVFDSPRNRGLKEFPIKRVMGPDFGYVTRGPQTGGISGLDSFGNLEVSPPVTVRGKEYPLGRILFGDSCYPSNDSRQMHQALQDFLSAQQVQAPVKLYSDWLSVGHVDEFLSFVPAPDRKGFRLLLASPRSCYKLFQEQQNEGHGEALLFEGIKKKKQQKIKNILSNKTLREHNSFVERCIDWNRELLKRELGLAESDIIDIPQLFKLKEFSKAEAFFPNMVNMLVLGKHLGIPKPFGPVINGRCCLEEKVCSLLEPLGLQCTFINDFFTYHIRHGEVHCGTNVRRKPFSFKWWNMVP
LYPLA1 inh: LYPLA1 (human) inhibition in PME1 counter-screen. O75608. inhibition, % at 5.9 µM. recombinant LYPLA1, FP-Rh probe fluorescence polarization. 320,000 compounds, 0.16% hits. AID 2174;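 active means inhibition above the mean of all tested compounds plus 3 SD, set per campaign, cut at about 14% in these data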;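 further: inhibitors block serine hydrolase probe labeling of LYPLA1 so polarization falls; 0% = enzyme with DMSO and 100% = wells lacking LYPLA1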
ZTA DNA inh: counter-screen for EBNA-1 inhibitors: inhibitors of Epstein-Barr virus ZTA. P03206. 320,000 compounds, 0.15% hits. AID 2234. inhibition, % at 11 µM. ZTA-DNA binding, fluorescence polarization; in the data active means inhibition above about 33%
Target sequence (P03206 whole entry, looked up): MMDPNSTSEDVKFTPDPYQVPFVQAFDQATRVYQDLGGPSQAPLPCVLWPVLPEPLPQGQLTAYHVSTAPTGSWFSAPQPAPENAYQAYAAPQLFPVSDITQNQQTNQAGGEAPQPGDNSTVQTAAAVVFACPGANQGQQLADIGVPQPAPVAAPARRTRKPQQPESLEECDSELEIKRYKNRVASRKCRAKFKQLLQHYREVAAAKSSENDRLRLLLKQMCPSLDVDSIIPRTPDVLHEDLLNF
PAFAH2 FP inh: PAFAH2 (human) inhibition. Q99487. inhibition, % at 3.39 µM. 340,000 compounds, 0.99% hits. recombinant PAFAH2, FP-rhodamine activity probe, fluorescence polarization;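 active means inhibition above the mean over all tested compounds plus 3 SD, cut at about 30% in these data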;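 further: inhibitors block probe labeling of enzyme so polarization drops; 0% = enzyme with DMSO and 100% = wells lacking PAFAH2 protein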
PREPL inh: human PREPL enzyme inhibition; recombinant PREPL, fluorescence polarization activity-based probe; AID 2751; Q4J6C6; inhibition, % at 5.96 µM; 320,000 compounds, 0.68% hits; in the data active means inhibition above about 43%;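 further: 0% = enzyme with DMSO and 100% = wells lacking enzyme; many of its hits are not listed in these tables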
GSTO1 counter: GSTO1 inhibition, counter-screen for RBBP9 inhibitors | P78417 | recombinant GSTO1, activity-based probe fluorescence polarization | inhibition, % at 5.96 µM | 300,000 compounds, 1.1% hits | AID 1974;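 active means inhibition above the campaign mean inhibition plus 3 SD, cut at about 35% in these data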;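 further: 0% = GSTO1-1 with DMSO and 100% = wells lacking GSTO1-1 enzyme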
LYPLA2 counter: counter-screen for PME1 inhibitors: inhibitors of human LYPLA2 | O95372 | recombinant LYPLA2, FP-Rh probe fluorescence polarization | inhibition, % at 5.9 µM | 320,000 compounds, 0.38% hits | AID 2177;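 active means inhibition above the screen-wide mean plus 3 SD, limit set per campaign, cut at about 26% in these data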;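 further: 0% = LYPLA2 with DMSO and 100% = wells lacking LYPLA2 enzyme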
An asterisk follows results filed as active; x = no result given. This is a subset (hit frequency here may not be typical).

structure	PAFAH1B3 FP inh	EBNA-1 inh	PAD4 FP inh	LYPLA1 inh	ZTA DNA inh	PAFAH2 FP inh	PREPL inh	GSTO1 counter	LYPLA2 counter
COc1ccc(C2COc3cc(O)ccc3C2)c(OC)c1O (stereo not drawn)	-8	10	1	0	-5	-3	6	4	8
COc1ccc(NC(=O)CSc2nnc(-c3ccco3)n2C)cc1	9	-18	-5	2	-5	7	-6	1	2
Cc1[nH]nc(SCC(=O)N2CCCCCC2)c1[N+](=O)[O-]	6	-4	-4	0	1	-1	0	-12	0
O=C(NC1CCN(S(=O)(=O)c2ccccc2)CC1)c1cccc(F)c1	10	1	-6	-3	4	6	1	4	6
Cc1ccc2c(c1)nnn2C1CCN(CC(=O)Nc2ccc(F)cc2)CC1	6	1	-5	4	0	9	18	-14	9
Cn1c(=O)c2c(nc(SCC(=O)O)n2Cc2cc3c(cc2Cl)OCO3)n(C)c1=O	4	-4	-3	2	6	7	5	0	4
CCOC(=O)CN(C(=O)CSc1nnc(-c2ccc(OC)c(OC)c2)o1)c1ccccc1	9	0	4	1	-3	0	-5	2	2
COC(=O)c1ccccc1NC(=O)CSc1nc2cccnc2n1C	10	-7	8	1	-24	3	19	-3	6
O=C(Cc1ccc(F)cc1)NC(Cc1c[nH]c2ccccc12)C(=O)O (stereo not drawn)	4	6	-3	-1	-6	-1	11	7	-4
Cc1nc(SCC(=O)N(C)C2CCCCC2)[nH]c(=O)c1Cc1ccccc1	13	-6	2	0	13	-1	12	-17	6
O=C(c1cc2c(ccc3ccccc32)o1)N1CCN(c2ncc(C(F)(F)F)cc2Cl)CC1	6	-1	6	4	2	-4	5	3	1
Cc1ccc(CSCC(=O)N2CCN(Cc3ccc4c(c3)OCO4)CC2)cc1	2	2	-3	2	6	-4	13	5	5
COc1ccc2c(c1)[C@H]1[C@H](CO2)[C@H](c2ccccc2)[C@]2(C)C(=O)Nc3ccc(Br)cc3C(=O)N12	-23	x	0	x	x	-33	23	x	x
CC(C)(C)C(=O)Nc1cc(NC(=O)C(C)(C)C)cc(C(=O)Nc2cc(C(=O)O)cc(C(=O)O)c2)c1	1	3	-2	-6	8	6	7	-5	-3
CCn1c(=O)n(CC)c2cc(S(=O)(=O)NCCOc3ccccc3)c(C)cc21	10	-4	4	1	6	7	6	0	-3
O=C(CSc1ncnc2c1cnn2-c1ccc(F)cc1)NCc1ccc2c(c1)OCO2	3	-8	-7	-4	-1	11	-13	4	-5
CC1CCCN(C(=O)CCS(=O)(=O)c2cc3c(cc2Cl)NC(=O)CO3)C1 (stereo not drawn)	-2	-1	5	0	-11	-4	4	5	7
CN1c2ccccc2N(C)C1c1c(O)ccc2ccccc12	3	2	-1	0	-19	5	25	2	1
O=c1[nH]c(C(F)(F)F)nc2ccc3ccccc3c12	6	5	0	-2	0	-2	3	-7	-4
Cc1cc(OCC(=O)Nc2ccc(N3CCCC3)cc2)cc(C)c1Cl	0	-4	-8	-2	-7	6	-28	5	-6
CSc1ccc(Cl)c(C(=O)OCC(=O)NCC(C)C)c1	0	3	-2	2	17	43*	0	-2	7
Cc1ccc(N2CC(=O)N(NC(=O)CN3CCN(c4ccccc4)CC3)CC2=O)cc1	0	-4	-1	-3	9	11	9	-1	3
Cn1c(=O)c2c(nc(NCc3ccco3)n2Cc2ccc(Cl)cc2Cl)n(C)c1=O	0	6	0	1	-31	3	12	-3	3
CC(C)CN(C(=O)CCC(=O)OC(C)C(=O)Nc1cccc(C#N)c1)c1c(N)n(CC(C)C)c(=O)[nH]c1=O (stereo not drawn)	1	-9	-5	0	-4	7	10	3	-3
CCn1c(SCC(N)=O)nc2ccccc2c1=O	12	-5	-3	0	6	1	16	-3	4
O=C(c1cc2sccc2n1Cc1ccccc1)N1CCN(c2nc3ccccc3s2)CC1	-2	-6	1	-2	8	-1	18	-2	-6
O=C(OCC(=O)N1CCN(C(=O)c2ccco2)CC1)c1cn(-c2ccccc2)nc1-c1ccccc1	-1	9	-4	-2	1	-9	-10	-8	-1
COc1ccc(CCNc2ncnc3nc[nH]c23)cc1OC	-6	-13	-5	0	-9	1	0	2	2
CCOC(=O)C(Cc1ccccc1)C(=O)Nc1cccc2ccccc12 (stereo not drawn)	-1	-8	1	-1	0	2	-3	2	-1
COc1ccc(Nc2cc(=O)n(-c3ccccc3)c3c2c(=O)n(C)c(=O)n3C)cc1	x	-5	3	-2	-6	x	16	6	0
NC(=S)Cc1nc(-c2ccccc2)cs1	-1	-3	-25	-9	-7	9	-4	6	-12
COc1cc(C(=O)N2CCN(S(=O)(=O)c3ccc(C)cc3)CC2)ccc1OCc1c(C)noc1C	7	11	2	1	12	-5	-1	8	4
CCN(CCCNC(=O)Cn1ncc2c(=O)oc3ccccc3c21)c1cccc(C)c1	1	0	2	-2	-9	2	10	8	2
CN(Cc1ccon1)C(=O)CC1C(=O)NCCN1Cc1ccc(F)c(F)c1 (stereo not drawn)	-5	7	-1	3	3	2	-1	5	3
Cc1nc(Cl)sc1C(=O)Nc1cccc(Cl)c1	5	-5	-2	-2	-7	3	14	5	4
Nn1cnnc1N/N=C/c1ccc(Cl)c([N+](=O)[O-])c1	10	-20	56*	-1	-6	4	14	39*	-7
COc1ccc(OC)c(C2(O)CSC(=Nc3cccnc3)N2Cc2ccco2)c1 (stereo not drawn)	4	-5	-3	0	16	1	8	4	-5
COc1ccc(N(CC(=O)NCCSC2CCCCC2)S(=O)(=O)c2ccc(C)cc2)cc1	7	1	-6	5	-8	9	13	-3	0
Cn1c(COc2ccc([N+](=O)[O-])cc2)nnc1SCC(N)=O	-1	-5	-8	2	7	-4	-1	2	-1
O=c1oc(-c2ccccc2)nc2c1cnn2-c1ccccc1	6	7	-3	2	-1	80*	5	-4	6
COc1ccc(/C=C2\Sc3ccc(C(=O)NCCCN4CCCC4)cc3N(C)C2=O)cc1OC	10	-10	-4	-1	-6	-7	26	0	-5
COc1ccc(NC(=O)N(C)C[C@H]2Oc3c(NS(=O)(=O)c4cccs4)cccc3C(=O)N([C@@H](C)CO)C[C@@H]2C)cc1	-8	x	0	x	x	-3	6	x	x
CCOc1ccc2[nH]c(C)cc(=O)c2c1	5	6	4	0	1	5	5	10	-7
O=C(CSc1ncn[nH]1)NN(c1ccccc1)c1ccccc1	1	-1	-3	-2	9	-6	1	5	-6
CC(C)NC(=O)c1ccccc1NC(=O)CN(c1ccc2c(c1)OCO2)S(C)(=O)=O	8	-11	-3	1	9	-5	22	-4	1
Cc1ccc(NC(=O)c2ccc3c(c2)CCN3S(C)(=O)=O)cc1C	2	-4	4	-2	0	4	-4	-2	-3
COc1ccc(C2(C(=O)N3CCOCC3)CCCC2)cc1	7	-2	-1	-1	-1	8	4	10	3
CC(=O)NC12CC3CC(CC(CC(=O)O)(C3)C1)C2	13	-9	-3	-5	-18	3	-4	2	0
O=C(Cn1ncc2c3ccccc3n(Cc3ccccc3F)c2c1=O)NCCN1CCOCC1	-2	8	0	0	-1	-4	-12	-3	-1
Nc1ccc(Oc2ccccc2F)nc1	5	6	-11	4	2	-2	19	-3	5
CCOc1ncnc2c1oc1nc(CC(C)C)c3c(c12)CC(C)(C)OC3	0	-13	-4	-4	-7	-1	6	4	0
O=C(O)CN=C1CC(c2ccccc2)CC(=O)/C1=C(/O)CCCN1C(=O)c2ccccc2C1=O (stereo not drawn)	x	-18	-7	-1	-9	x	0	2	0
CCCC(=O)N1CCN(c2ccc(NC(=O)C(C)(C)C)cc2Cl)CC1	10	-2	-7	0	-5	-6	4	-2	1
COc1ccc(CNC(=O)COC(=O)c2ccc(S(=O)(=O)N3CCCCC3)cc2)cc1	0	x	4	x	x	0	8	x	x
N#C/C(=C\c1ccc(OCC(N)=O)cc1)C(=O)NC1CC1	4	-4	0	-2	-7	3	-4	-6	-2
O=C(O)CN1C(=O)SC(Nc2ccc(Cl)cc2)C1=O (stereo not drawn)	1	3	0	-1	-20	-4	13	0	-1
N#CCSc1nnc(-c2ccc3c(c2)OCO3)o1	5	-17	1	-3	13	5	1	8	-3
O=C(NC(=S)N1CCOCC1)c1ccc([N+](=O)[O-])cc1	8	4	-2	0	-5	3	6	2	4
Cc1ccc(-c2cc[n+](Cc3ccccc3)cc2)cc1	2	8	-2	0	5	3	-14	3	-2
CCC1CCC/C1=N\NC(=O)c1ccccc1C (stereo not drawn)	-6	-7	0	1	-19	-7	-7	-4	1

The results go on.
structure	PAFAH1B3 FP inh	EBNA-1 inh	PAD4 FP inh	LYPLA1 inh	ZTA DNA inh	PAFAH2 FP inh	PREPL inh	GSTO1 counter	LYPLA2 counter
O=c1oc(-c2ccc([N+](=O)[O-])cc2)nc2ccc(O)cc12	11	-13	2	-1	9	85*	13	-3	0
Cc1ccc(S(=O)(=O)c2nc(C)c3c(n2)CCC3)cc1	0	2	-3	-2	-8	-2	18	4	3
Cc1ccc(NC(=O)CSc2ccc(-c3ccccn3)nn2)cc1	7	-9	-5	1	-6	4	2	10	3
CCCNC(=O)CN(C)CC(=O)Nc1ccccc1C#N	3	-2	2	1	-8	-2	-8	1	-2
CC1(C)CC(=O)c2c(O)cc(OCC(=O)Nc3ccc(CCO)cc3)cc2O1	11	10	-1	1	21	1	2	-3	1
O=C1N(Nc2ccccc2)C(c2ccc(Br)cc2)C12CCCCC2 (stereo not drawn)	1	6	4	-2	-7	-1	-2	1	-2
CCn1c(CSc2ncccn2)nnc1SCC(=O)N1CCc2ccccc21	4	-1	2	1	-21	12	10	12	7
CCC1(C(=O)c2ccc(Cl)cc2)C2c3ccccc3OC(=O)C21C(=O)Nc1ccccc1 (stereo not drawn)	5	-2	5	-2	0	-1	7	-3	0
O=C(Nc1ccc(N2CCOCC2)cc1)C1CCN(S(=O)(=O)Cc2ccccc2)CC1	2	-7	-3	5	-8	-3	2	1	8
Cc1cccc(C)c1NC(=O)CS(=O)CC(=O)Nc1ccc(F)cc1F (stereo not drawn)	6	8	-10	1	1	3	3	12	1
COc1ccc(O)c(-c2c(-c3ccc(Cl)cc3)n[nH]c2C)c1	5	0	9	0	-1	16	14	-8	2
Cc1ccc(SCC(=O)Nc2cc(C)on2)cc1	4	-3	-5	-3	0	9	-1	0	0
O=C(N/C(=C\c1ccccc1Cl)C(=O)N1CCOCC1)c1ccc([N+](=O)[O-])cc1	-1	5	1	-1	6	-3	0	10	-2
CN(C)c1cc[nH]c(=O)c1C#N	-3	-2	0	4	-9	2	-6	3	3
CCC(C)c1ccccc1N1CC(C(=O)Nc2cccc(S(=O)(=O)N3CCOCC3)c2)CC1=O (stereo not drawn)	10	5	3	-2	0	-1	1	4	3

Given with two lines to a compound: 2 of the compounds above.
Results follow in this order: PAFAH1B3 FP inh	EBNA-1 inh	PAD4 FP inh	LYPLA1 inh	ZTA DNA inh	PAFAH2 FP inh	PREPL inh	GSTO1 counter	LYPLA2 counter
N#C/C(=C\c1ccc(OCC(N)=O)cc1)C(=O)NC1CC1
 : 4	-4	0	-2	-7	3	-4	-6	-2
O=C(O)CN1C(=O)SC(Nc2ccc(Cl)cc2)C1=O (stereo not drawn)
 : 1	3	0	-1	-20	-4	13	0	-1

New compounds follow.
structure	PAFAH1B3 FP inh	EBNA-1 inh	PAD4 FP inh	LYPLA1 inh	ZTA DNA inh	PAFAH2 FP inh	PREPL inh	GSTO1 counter	LYPLA2 counter
COc1cc(S(=O)(=O)Nc2ccccc2N2CCCCC2)ccc1NC(C)=O	2	x	-2	4	-5	0	-1	x	5
CC1(C)SCC(C(=O)O)NC1=O (stereo not drawn)	7	11	-5	-2	12	-5	4	2	1
COc1ccc(Cl)cc1NC(=O)CN(C)C(=O)c1sccc1-c1ccccc1	0	x	-4	-5	1	7	3	x	-1
Cc1cccc(NC(=O)C[n+]2cccc(C)c2)c1	2	-4	-1	-1	-12	2	-8	3	5

Compound activity as filed in PubChem.
